# Screening data (PubChem BioAssay)
# hERG WT inh: blocks the wildtype human KCNH2 potassium channel; Q12809; hit rate 0.37% among 340,000; U2OS, BacMam KCNH2, thallium flux FluxOr; stronger effect = lower value; AID 720551; activity change, % at 1.84 µM;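 active = maximum activity change below -70%; inconclusive = maximum activity change between -70% and -50%; inactive = maximum activity change above -50%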; note: % is set by controls: 0 for no effect and ±100 for the full control effect
#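 U2OS cells transduced with wild-type KCNH2 virus are loaded with FluxOr dye for 45 min, and thallium flux is measured in kinetic reads before and after stimulation buffer. Rate constants are normalized to DMSO controls.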
# USP2a inh: blocks human ubiquitin-specific protease USP2a; AID 463254; USP2 core, Ub-CHOP2 coupled fluorogenic reporter, 485/531; hit rate 0.01% among 330,000; O75604; Potency, µM (top dose mostly 38.3 µM), for the others: at the top dose activity change, negative = inhibition, usual class: inhibitors;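 note: potency is the fitted concentration of half-maximal effect; plate controls were DMSO wells for no effect and full inhibition by NEM control for full effect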
#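 Deubiquitinase activity read as fluorescence (485/531 nm) after Ub-CHOP2 cleavage activates the enterokinase reporter on its substrate; USP2 core 10nM, Ub-CHOP2 and substrate 25nM each, 30min compound preincubation then 60min RT; data normalized to NEM, curves fitted.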
# Coupling enz: inhibits coupling enzyme system, counter-screen for aldolase hits; activity change, negative = inhibition, % at 58.2 µM, hits read low; hit rate 0.67% among 290,000; coupling enzyme system counterscreen, AmpLite Red fluorescence; AID 2472; in the data active = activity change below about -30%; note: % is set by controls: 0 for no effect and ±100 for the full control effect
#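 Fluorescence at 525 nm excitation and 598 nm emission measured inhibition of the coupled detection system without aldolase. Compounds (at 57.5 uM final) were preincubated 10 min at room temperature with coupling enzyme reagent before a 20 min substrate/AmpLite Red step.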
# B2AR arrestin: agonists driving beta-arrestin recruitment to human beta2-adrenergic receptor | beta-arrestin recruitment to beta2AR, cell-based reporter | Potency, µM (titrated, usually from 46.1 µM), without a hit: at the highest dose activation, usual class: activators | hit rate 0.02% among 330,000 | P07550;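 note: potency is the fitted concentration of half-maximal effect; 0% = DMSO controls and full agonism = EC100 isoproterenol or metaproterenol; nearly all actives have a fitted effect of over 65% in size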
# MLL CXXC-DNA inh: inhibitors of human MLL CXXC domain-DNA interaction; Q03164; MLL-CXXC / FITC-HOXA9 DNA fluorescence polarization; Potency, µM (titrated, usually from 115 µM), for inactives: at the highest dose activity change, negative = inhibition, hits mostly inhibitors; hit rate 0.037% among 290,000; active = well fitted inhibition curve with a large enough effect in the polarisation, with a control signal flat, not every such curve was filed as active; inconclusive = small, poorly fitted or top-dose-only effect, or effect the other way, or a change in a side signal; inactive = no such curve, though single readings can be large or run the other way; the % refers to the polarisation; note: potency is the fitted concentration of half-maximal effect
#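 Steps: dispense CXXC domain solution (7 uM) → pin compounds or unlabeled HOX-A9 DNA control → 5 min ambient → add FLSN-HOX-A9 solution (50 nM) → spin → 30 min ambient → fluorescence polarization. Tris pH 7.5/NaCl/DTT/BSA buffer.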
# Menin-MLL TR inh: displaces Texas Red mutant MLL peptide from human menin. O00255. Menin + Texas Red MLL mutant peptide, fluorescence polarization. Potency, µM (titrated, usually from 61.6 µM), for the others: at the top dose FP activity change, negative = inhibition, most hits filed as inhibitors. hit rate 0.23% among 270,000. AID 1768; active = well fitted inhibition curve with a large enough effect in the polarisation, with a control signal flat, not every such curve was filed as active; inconclusive = small, poorly fitted or top-dose-only effect, or effect the other way, or a change in a side signal; inactive = no such curve, though single readings can be large or run the other way; the % refers to the polarisation; note: potency is the fitted concentration of half-maximal effect; % of control where 0% means no effect; many of its hits are not listed in these tables
# KCNH2 3.1 inh: KCNH2 3.1 (human) potassium channel inhibition; U2OS KCNH2 3.1, thallium flux FluxOr; stronger effect = lower value; activity change, % (tested at about 1.8 µM); hit rate 0.95% among 340,000; AID 720553;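 active = maximum activity change below -70%; inconclusive = maximum activity change from -70% to -50%; inactive = maximum activity change above -50%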;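 note: thallium influx rate constant from kinetic fluorescence after stimulation buffer; % is set by controls: 0 for no effect and ±100 for the full control effect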
#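 Measured as rate of thallium-driven FluxOr signal in transduced U2OS cells carrying the 3.1 channel, read kinetically for 2 min upon stimulation; values are rate constants scaled to DMSO control wells.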
# PKM2 act: PKM2 (human) enzyme activation. hit rate 0.34% among 260,000. purified PKM2, Kinase-Glo ATP luminescence, activation; response scale: 0% is enzyme alone, no compound. P14618. AID 1631. Potency, µM (doses to about 57.5 µM), for the others: top-dose activation, usual class: activators; note: potency is the fitted concentration of half-maximal effect; % is set by controls: 0 for no effect and ±100 for the full control effect; nearly all actives have a fitted effect of over 55% in size
#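 Purified hPK-M2 (>95% pure) converted ADP (0.1 mM final) to ATP with 0.5 mM PEP in 50 mM imidazole pH7.2, KCl, MgCl2, Tween 20, BSA; 1 h at room temperature. ATP detected by Kinase-Glo luminescence.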
# GALK inh: inhibitors of human galactokinase | P51570 | Purified GALK, Kinase-Glo residual ATP luminescence | Potency, µM (series often up to 57.5 µM), inactives show top-dose activity change, negative = inhibition, actives largely listed as inhibitors | hit rate 0.007% among 270,000 | AID 1868; note: potency is the fitted concentration of half-maximal effect; % is set by controls: 0 for no effect and ±100 for the full control effect
#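 Compounds were pin-transferred into ATP buffer (35 uM final), then GALK plus galactose (5 nM, 100 uM final) was added. After 1 h at room temperature, Kinase-Glo Plus was added and luminescence read after 10 min.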
# TRPV1 ag: agonists of human vanilloid receptor 1 (TRPV1); TRPV1-expressing cells, Fluo-8 calcium influx, agonist mode; activation, % at 8.33 µM; hit rate 0.19% among 320,000; AID 540275; in the data active = activation above about 80%; inconclusive = between about 30% and that limit; note: 0% is about no effect
#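 Fluo-8 calcium influx in TRPV1-expressing cells, kinetic read (ex 480/em 520 nm). Compound added and read 3 min for agonist activity, followed by capsaicin at EC20 final and 2 min further read for enhancement.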
# Giardia kill: Giardia lamblia killing; Giardia lamblia trophozoite viability; hit rate 0.15% among 340,000; AID 540267; activity change, % at 7.66 µM, hits read low; in the data active = activity change below about -80%; inconclusive = between about -30% and that limit;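 note: parasites exposed to compound for two days anaerobically before the ATP read; % is set by controls: 0 for no effect and ±100 for the full control effect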
#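 Viability, read as ATP luminescence: trophozoites at 100 cells/well, compound added, 48 hrs anaerobic at 37 deg C, then 15-30 min room-temperature development before reading.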
# Starred values were filed as active, the others as inactive; ? = inconclusive; / = not tested or not shown; & = joins results of further samples; [ ] = dose if it differs, or a comment. Unless noted, calls come from the whole dose curve; as a rule, active = well fitted curve in the direction sought with a large enough effect; inconclusive = small, poorly fitted or top-dose-only effect, or another doubt; inactive = no such curve, though single readings can be large; an effect the other way counts as inactive or inconclusive. A portion of the library (hit frequency here may not be typical).
SMILES,hERG WT inh,USP2a inh,Coupling enz,B2AR arrestin,MLL CXXC-DNA inh,Menin-MLL TR inh,KCNH2 3.1 inh,PKM2 act,GALK inh,TRPV1 ag,Giardia kill
CN(C)C(=O)c1ccc(NC(=O)COc2ccc([N+](=O)[O-])cc2)cc1,-0.7,1.5%,-0.5,0.1%,1.8%,-8.7%,-1.8,4.3%,-2.1%,-0.3,-5.8
Cc1c(C(=O)N2CCCCC2CCN2CCCC2=O)oc2c(F)cccc12 (stereo not given),-4.6,3.3%,/,0.1%,-0.3%,/,-2.4,/,-2.1%,-3.2,24.5
CCCCNC(=O)c1sc2ncnc(N3CCc4ccccc4C3)c2c1C,-14.3,0.5%,-2.3,-0.5%,-11.2%,-18.1%,4.8,-3.0%,-2.4%,?,4.4
CCOC(=O)c1ccc(-c2ccc(CO)o2)cc1,1.8,3.2%,-3.2,0.1%,-5.6%,26.9%,38.5,0.3%,/,-0.6,3.8
Cc1cccc(N2CCN(C(=O)COc3cccc4c3OC(C)(C)C4)CC2)c1C,0.0,-7.8%,0.3,-0.1%,6.5%,-23.1%,15.4,-16.7%,0.3%,-1.4,-3.5
Cc1cc(NC(=O)CSCCO)no1,-4.4,0.5%,1.1,-0.4%,-0.7%,1.0%,1.2,-5.9%,-3.5%,-0.7,22.5
CCn1cc(C(=O)N2CCc3ccccc32)c(=O)c2cc(S(=O)(=O)N3CCOCC3)ccc21,6.2,4.0%,11.2,0.0%,-3.6%,8.6%,22.4,0.0%,0.1%,-4.9,6.3
O=C(Nc1nnc(SCc2ccc(F)cc2)s1)c1ccccn1,1.8,2.2%,-4.0,5.9%,8.2%,4.3%,-2.8,-3.0%,-0.1%,17.5,4.7
CCC(=O)N/C(N)=N/c1nc(C)c2cc(C)c(C)cc2n1,11.2,0.2%,-5.6,-0.8%,-2.3%,/,-1.3,-5.7%,-2.5%,-0.2,-2.6
O=C(NC1CCCC1)C1CCN(C(=O)c2ccc(Cl)cc2)CC1,-14.0,1.0%,1.3,-0.9%,-14.4%,27.4%,-7.9,-1.1%,-0.4%,3.8,-8.6
Cc1cccc(NC(=O)c2nc[nH]c2C(=O)NCc2ccccc2)c1,0.7,-1.8%,/,-0.4%,/,/,25.9,/,/,?,-28.0
CC(=O)c1sc(NC(=O)c2c(F)cccc2F)nc1-c1ccccc1,3.0,-0.4%,1.3,0.1%,18.3%,9.1%,/,/,9.0%,-3.0,-18.5
S=C(NCCN1CCOCC1)Nc1ccc(Br)cc1,-2.1,2.3%,-0.6,-0.5%,0.3%,8.7%,-2.5,-7.7%,0.1%,-3.4,2.5
Cc1ccc(-c2c(C(=O)N/N=C/c3ccc(OC(C)C)cc3)nnn2-c2nonc2N)cc1,-15.3,-2.2%,/,0.5%,2.5%,/,-18.1,/,-2.3%,-2.9,35.7[activator]
COC(=O)Cn1c(=O)c2c(nc3n2CCCN3CCc2ccc(OC)c(OC)c2)n(C)c1=O,/,1.8%,1.0,0.6%,16.1%,11.4%,-0.6,/,-0.5%,1.7,3.3
NC(=O)[C@@H]1CCNc2c(I)cc([N+](=O)[O-])cc2C(=O)N[C@@H](CO)C(=O)N[C@@H](Cc2ccc(O)cc2)C(=O)N1,/,3.5%,-0.7,-1.6%,23.5%,-5.7%,/,0.1%,/,-8.3,/
COCCn1nnnc1C(c1cc2cc(C)ccc2[nH]c1=O)N1CCN(C2CCCCC2)CC1 (stereo not given),19.5,-0.1%,1.5,0.4%,-2.9%,-9.9%,-6.7,13.8%,0.2%,0.8,-12.3
O=C(CSc1nnc(-c2cccnc2)n1C1CCCCC1)NC1CCCC1,-3.5,-0.3%,0.2,0.0%,-3.1%,-23.5%,-12.9,1.2%,1.4%,0.3,23.2
N#Cc1cc(-c2ccccc2)nnc1Sc1ccc(F)cc1,-6.3,5.5%,-3.2,-0.2%,12.4%,?,-6.6,-8.2%,-1.1%,13.4,5.5
CC(C)c1ccc(NC(=O)Nc2cnccn2)cc1,-0.6,-1.2%,/,-0.9%,22.6%,/,-2.8,0.7%,-2.5%,?,-2.6
CN(CC(=O)Nc1ccc(F)c(F)c1F)C(=O)C1CCCCC1,-3.4,2.6%,/,0.0%,/,/,-11.8,/,/,/,-23.0
CCOc1ccc2nc(NC(=O)CCC(=O)c3cccs3)sc2c1,-16.6,0.6%,-5.6,-0.1%,20.1%,?,-0.8,-2.4%,0.8%,12.0,-10.5
Cc1cccc(CSc2nnc(Cn3c(=O)sc4ccccc43)n2C)c1,6.2,1.0%,1.0,-0.5%,-5.7%,-3.8%,-5.4,22.9%,-1.3%,0.2,3.2
CCC(C)n1c(C)nc2c(c1=O)c1nc3ccccc3nc1n2-c1ccc2c(c1)OCCO2 (stereo not given),/,1.1%,0.2,-0.4%,-4.5%,-13.6%,/,-10.0%,0.0%,6.4,/
CCOC(=O)C(=O)Nc1nnc(Cc2ccc(OC)c(OC)c2)s1,-15.8,3.4%,6.0,-0.6%,3.1%,0.7%,8.4,0.0%,-0.3%,-6.5,9.3
Cc1c(NC(=O)COC(=O)c2ccc(S(=O)(=O)N3CCOCC3)cc2)c(=O)n(-c2ccccc2)n1C,2.7,1.5%,5.4,-0.1%,-4.6%,1.0%,4.8,-8.4%,-2.7%,-1.5,-14.1
C=CCOc1ccc(/C=C2/C(=O)ON=C2C)cc1OCC,-1.7,-0.5%,-1.4,0.3%,5.8%,29.7%,8.6,/,1.7%,-4.3,4.9
COc1ccccc1OCC(=O)NCC1CCCN(C(=O)c2ccccc2C(C)=O)C1 (stereo not given),-5.9,3.4%,0.7,0.2%,-3.2%,-11.4%,0.4,2.8%,-3.4%,-1.8,0.9
COc1ccccc1NS(=O)(=O)c1ccc2oc(SC3CCOC3=O)nc2c1 (stereo not given),1.9,1.4%,5.6,-0.2%,0.4%,1.8%,3.6,4.0%,-2.3%,-0.5,-10.7
COc1ccc(NC(=O)CC(C)C)c(OC)c1,9.1,4.5%,3.1,0.0%,10.3%,-2.0%,4.7,0.4%,1.2%,-1.6,-11.0
COc1ccc(/C=C/CN2CCN(CCc3ccccc3)C(CCO)C2)cc1 (stereo not given),5.3,5.2%,0.9,-0.3%,0.9%,-7.8%,-49.3,?,2.6%,0.8,0.6
COc1cc(C(=O)N(C)CC(=O)Nc2cccc(F)c2)ccc1OCc1ccccc1,-10.3,-1.4%,/,0.3%,/,/,7.0,/,/,5.8,4.6
Cc1cc(/C(N)=N/OC(=O)c2ccc(Cl)cc2)no1,-0.9,0.6%,1.5,2.8%,-2.2%,/,4.2,-4.6%,5.3%,?,12.6
Cc1cc(N2CCCc3ccccc32)n2ncnc2n1,-10.8,-2.7%,5.6,0.2%,-3.9%,-6.0%,7.0,-1.0%,-5.1%,6.5,8.7
CC(CC(=O)NC1CCCCC1)S(=O)(=O)c1ccc2c(c1)NC(=O)CO2 (stereo not given),1.7,7.7%,0.8,-0.1%,23.2%,-1.6%,-1.7,1.1%[0.46 µM],-1.6%,-1.4,-6.0
NC1=NC(=O)/C(=C/c2ccsc2)S1,-1.5,1.4%,3.6,0.2%,1.8%,3.9%,-8.7,-4.6%,16.2%,3.6,7.7
Oc1ccc(Cl)cc1CNCc1ccc(F)c(F)c1,7.7,0.6%,/,0.0%,/,/,-15.8,/,/,14.0,0.7
O=C(CC(=O)c1ccccc1O)c1cccc(F)c1,-7.5,4.4%,-5.2,0.3%,36.8%[activator],?,-5.2,-0.1%,0.6%,-2.0,-14.4
CC1(C)CC(=O)C=C(Nc2ccc(Cl)c(Br)c2)C1,1.7,2.9%,-3.5,-0.4%,-1.1%,13.9%,3.0,0.8%,-5.3%,?,-22.1
CCCCC1=CC2=CC(=O)C(C)(OC(=O)c3cnc4ccccc4n3)C(=O)C2=CO1 (stereo not given),/,7.8%,-0.5&-11.8,0.0%,0.4%,-5.4%,/,2.5%,-0.8%,-1.8,/
O=C1CCc2ccccc2N1Cc1ccccc1,-9.8,2.5%,0.3,0.2%,3.8%,3.2%,1.5,/,0.1%,10.0,1.3
O=C(COC(=O)CSc1ccccc1)Nc1ccc(F)cc1F,-4.4,-0.8%,/,-1.4%,/,/,-12.1,/,/,/,0.2
Cc1ccc(C)c(S(=O)(=O)c2c(C)cc(C)[nH]c2=O)c1,3.7,1.7%,3.8,-0.5%,-7.4%,-6.7%,-3.6,/,/,-1.0,7.0
COC(=O)c1ccc(C2C(C(=O)Nc3ccccc3C)=C(C)Nc3ncnn32)cc1 (stereo not given),14.6,5.7%,0.2,-0.2%,1.8%,-1.5%,9.4,3.1%,1.5%,1.4,-21.9
